Screening results from PubChem BioAssay.
GDH-TPI counter: GDH-TPI coupled enzyme inhibition counter-screen | GDH-TPI coupled enzyme counterscreen, NADH absorbance | inhibition, % at 4.8 µM | hit rate 1.2% among 360,000 | AID 588335; in the data active = inhibition above about 30%;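 also: 0% = DMSO wells and 100% = wells lacking the enzyme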
MazEF act: increases E. coli MazEF RNase cleavage of RNA. FAM/BHQ RNA-DNA oligo cleavage fluorescence, 5 h. activation, % at 20 µM. P0AE70. hit rate 0.32% among 350,000; in the data active = activation above about 50%
Target sequence (P0AE70 whole entry, looked up): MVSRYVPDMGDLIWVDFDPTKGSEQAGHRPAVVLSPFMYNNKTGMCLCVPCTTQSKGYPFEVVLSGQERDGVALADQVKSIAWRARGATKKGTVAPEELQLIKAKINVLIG
FadD28 binding: blocks FadD28 binding to the bisubstrate probe; fluorescence polarization; inhibition, % at 12.5 µM; hit rate 0.22% among 360,000; AID 588549; in the data active = inhibition above about 8.5%, passing the limit was not always enough
PrPC TRFRET: reduces human prion protein on the cell surface; cell surface PrPC, TR-FRET read-out; hit rate 0.43% among 370,000; AID 720596; inhibition, % at 13.8 µM; P04156; in the data active = inhibition above about 24%; also: 0% = median of the test wells and 100% = reference compound wells
BoNT F protease: BoNT F light chain protease inhibition. hit rate 0.22% among 360,000. Multiplex microsphere protease cleavage assay, flow cytometry. inhibition, % at 10 µM; in the data active = inhibition above about 35%, passing the limit was not always enough; also: plate controls were buffer without enzyme for full effect and enzyme alone for no effect
BioA inh: inhibitors of Mycobacterium tuberculosis BioA enzyme. purified M. tuberculosis BioA enzyme, plate reader. inhibition, % at 9.99 µM. hit rate 0.096% among 360,000; in the data active = inhibition above about 40%
Rv3671c protease: Rv3671c (M. tuberculosis) protease inhibition. AID 2606. inhibition, % at 5.96 µM. P9WHR9. hit rate 0.048% among 320,000; in the data active = inhibition above about 38%;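 also: extracellular domain of Rv3671c used as enzyme; 0% = enzyme with DMSO and 100% = no enzyme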
Mtb UGM inh: inhibitors of M. tuberculosis UDP-galactopyranose mutase; inhibition, % at 10 µM; AID 504406; P9WIQ1; purified UGM, fluorescence polarization probe displacement; hit rate 0.06% among 320,000; in the data active = inhibition above about 10%, passing the limit was not always enough
Target sequence (P9WIQ1 whole entry, looked up): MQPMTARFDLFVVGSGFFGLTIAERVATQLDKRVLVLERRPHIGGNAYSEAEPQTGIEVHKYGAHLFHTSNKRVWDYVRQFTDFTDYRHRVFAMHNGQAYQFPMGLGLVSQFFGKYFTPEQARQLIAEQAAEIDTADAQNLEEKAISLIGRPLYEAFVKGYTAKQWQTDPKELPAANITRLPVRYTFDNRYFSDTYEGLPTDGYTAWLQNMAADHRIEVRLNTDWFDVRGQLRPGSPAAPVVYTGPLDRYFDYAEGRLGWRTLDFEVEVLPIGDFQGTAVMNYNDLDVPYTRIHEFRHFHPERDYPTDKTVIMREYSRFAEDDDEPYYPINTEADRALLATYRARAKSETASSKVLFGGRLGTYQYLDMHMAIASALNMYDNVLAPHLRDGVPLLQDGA
FBA Mtb inh: inhibits M. tuberculosis FBA enzyme | purified M. tuberculosis FBA, fluorescence read-out | inhibition, % at 1 µM | hit rate 2.3% among 360,000 | AID 588726; in the data active = inhibition above about 27%;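 also: 0% = vehicle and 100% = reference inhibitor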
Target sequence (P9WQA3 whole entry, looked up): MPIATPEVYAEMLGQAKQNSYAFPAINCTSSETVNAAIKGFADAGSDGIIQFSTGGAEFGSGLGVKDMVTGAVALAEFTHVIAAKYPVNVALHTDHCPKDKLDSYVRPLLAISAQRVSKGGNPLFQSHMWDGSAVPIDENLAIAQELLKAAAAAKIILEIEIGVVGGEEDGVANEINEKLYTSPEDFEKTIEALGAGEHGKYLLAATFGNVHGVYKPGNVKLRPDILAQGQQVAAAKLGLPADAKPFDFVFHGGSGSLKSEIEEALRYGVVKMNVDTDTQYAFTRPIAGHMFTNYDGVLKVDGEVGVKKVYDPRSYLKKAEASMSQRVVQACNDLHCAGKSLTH
* marks the source's active call; other numbers are inactive results; x = no result given; & = joins results of further samples.

SMILES	GDH-TPI counter	MazEF act	FadD28 binding	PrPC TRFRET	BoNT F protease	BioA inh	Rv3671c protease	Mtb UGM inh	FBA Mtb inh
COc1ccc(/C=N/Nc2c(Cl)cc(Cl)cc2Cl)cc1CN1CCOCC1	7	5	-2.3	10	0	-0.1	-24	1.1	2
CC(=O)NC(c1ccccc1)c1nc(-c2cccc(C(=O)O)c2)cs1 (stereo not given)	4	x	-4.9	2	-5	-0.9	x	x	-1
COc1ccc(-c2noc(CSc3nc4ccccc4c(=O)n3-c3ccc(C)cc3)n2)cc1	-8	-19	-2.6	2	-8	-0.6	-9	-2.0	1
CC1CCCC(NC(=O)CN2C(=O)c3cccnc3Oc3ccc(Cl)cc32)C1C (stereo not given)	5	-4	-1.5	0	x	1.7	8	-1.3	2
COc1ccc(CN2CCN(Cc3cccc(F)c3)CC2)cc1OC	7	3	-0.9	-10	10	-0.6	2	1.3	8
O=C(Nc1ccc(N2CCN(C(=O)c3ccco3)CC2)c(Cl)c1)c1cc2ccccc2o1	22	-7	-2.0	18	-1	0.0	-47	0.4	0
CC(C)CN(CC(C)C)S(=O)(=O)N1CCC(C(=O)NC2CCCCCCC2)CC1	3	2	-0.1	5	-10	-1.5	-1	1.8	-1
CC(C)N(O)C(=O)NC(C)(C)C	-4	3	-2.7	3	-20	-1.4	4	-9.0	-1
Cc1c(Cl)cccc1NC(=O)CCN1C(=O)NC(C)(C)C1=O	0	4	-0.4	6	7	-0.6	x	x	2
COc1ccc(S(=O)(=O)N2CCN(C)CC2)cc1Br	-1	40	-2.0	7	13	-2.0	1	1.4	-2
CCC1(C)CC(=O)N(c2ccc(F)c(Cl)c2)C(=O)C1	9	-3	-0.2	3	-14	-1.2	0	-0.8	2
CC1=C(C(=O)OCC2CCCO2)C(c2ccc(O)cc2)NC(=O)N1 (stereo not given)	-4	-7	-1.5	3	0	0.2	-1	2.7	0
COc1ccc(N(CC(=O)Nc2ccccc2OC)S(=O)(=O)c2ccc(OC)c(OC)c2)cc1	9	2	-0.3	-1	9	-0.1	5	1.3	2
CCc1nc(N2CCC(C)CC2)c2oc3ccccc3c2n1	6	-8	-3.0	-2	-9	1.8	1	0.9	0
O=C(Nc1ccc(-c2nc3ccccc3c(=O)o2)cc1)c1ccco1	21	6	-7.5	22	6	-1.6	-15	4.1	-2
Cc1ccccc1C(=O)NC1CCN(CC(=O)Nc2nccs2)CC1	-2	-2	-4.5	3	0	4.4	8	-1.4	-2
O=C(CN1C(=O)c2ccccc2S1(=O)=O)NCc1c(F)cccc1F	1	4	-0.4	-3	-1	-0.9	-2	0.8	-2
COc1cccc(/C=N/NC(=O)CCc2ccccc2)c1	-4	-2	-1.5	4	10	8.0	6	0.5	-3
O=C1CC(c2ccccc2)CC(O)=C1C=Nc1ccc(O)cc1 (stereo not given)	22	-2	-3.3	-6	-9	x	-1	-0.1	-3
Cc1ccc(S(=O)(=O)N2CCN(C(=O)c3ccccc3)CC2)cc1	-3	-2	0.5	5	3	1.9	-1	1.5	3
COc1cc(/C=N/NC(=O)CCn2cnc(-c3ccccc3)c2-c2ccccc2)ccc1O	12	3	1.2	5	-2	x	-7	-1.8	-3
CC(=O)C1=C(C)NC(SCC(=O)c2ccc(F)cc2)=C(C#N)C1CC(C)C (stereo not given)	11	6	-2.5	9	-3	x	-13	-0.1	2
CCOC(=O)C(Cc1c[nH]c2ccc([N+](=O)[O-])cc12)(NC(C)=O)C(=O)OCC	18	-7	-0.4	-3	-24	-0.3	x	x	-1
Cc1ncc([N+](=O)[O-])n1CCOC(=O)Nc1ccc([N+](=O)[O-])cc1	8	2	-4.9	-8	3	x	7	-2.7	-3
COc1cc2oc(=O)cc(CN3CCN(C(C)=O)CC3)c2cc1Cl	x	x	-0.7	-2	-1	-0.6	x	x	2
O=[N+]([O-])c1nn(-c2ccc3c(c2)OCCO3)n(O)c1=NCCC1=CCCCC1	4	1	1.5	-12	-10	-3.9	13	-0.7	-6
Cc1ccnc(NC(=O)c2ccccc2NC(=O)c2ccccc2)c1	9	6	-3.3	5	4	-0.5	-2	0.3	3
COc1ccc2[nH]c(C(=O)O)c(NS(=O)(=O)c3ccc(OC)c(OC)c3)c2c1	4	6	-1.9	-12	5	0.2	0	0.8	11
COc1ccc(C2=NOC(C)(c3nnc(-c4ccncc4)o3)C2)cc1 (stereo not given)	8	2	0.1	2	5	-3.0	-1	-0.1	0
NS(=O)(=O)c1ccc(N/N=C/c2ccccn2)c([N+](=O)[O-])c1	20	9	-0.8	-68	-7	x	0	-1.3	-6

Taken from above.
Under Mtb UGM inh, `O=C1CC(c2ccccc2)CC(O)=C1C=Nc1ccc(O)cc1` (stereo not given) reads -0.1
Under BoNT F protease, `Cc1ccnc(NC(=O)c2ccccc2NC(=O)c2ccccc2)c1` reads 4
Under MazEF act, `COc1ccc(C2=NOC(C)(c3nnc(-c4ccncc4)o3)C2)cc1` (stereo not given) reads 2

Later entries:
SMILES	GDH-TPI counter	MazEF act	FadD28 binding	PrPC TRFRET	BoNT F protease	BioA inh	Rv3671c protease	Mtb UGM inh	FBA Mtb inh
Cc1ccc(NC(=O)C2CCN(S(=O)(=O)c3cccc4nonc34)CC2)cc1	8	7	0.2	-18	4	-2.9	-17	0.8	3
COc1ccccc1NC(=O)CSc1nnc(C)n1Cc1ccccc1	4	-6	-2.9	2	10	2.7	10	0.0	-2
O=C(CNc1ccc(C(F)(F)F)cc1[N+](=O)[O-])OCC(=O)c1ccccc1	13	-5	-2.7	-17	13	-0.5	2	-1.2	0
O=C(CCC(=O)c1ccc(Cl)cc1)OCc1nc2ccsc2c(=O)[nH]1	-3	2	-2.6	8	x	-1.6	6	-2.8	5
O=C(Nc1ccc(F)cc1F)c1ccccc1-c1ccccc1	7	2	-2.4	3	28	x	-3	1.5	3
CCCC1(C)SC(NC(C)=O)=NN1C(C)=O (stereo not given)	3	-3	-0.9	3	-1	0.4	5	-0.3	-5
Cc1ccc(C(=O)NCCSc2ccc(Cl)cc2)cc1[N+](=O)[O-]	-9	-1	-7.3	-5	-7	4.4	-1	1.9	-9
O=C(O)c1cc(S(=O)(=O)Nc2ccc3cn[nH]c3c2)ccc1Cl	-2	-7	-0.2	0	-14	0.1	2	3.6	1
Cc1cccc(N2CCN(C(=O)c3ccc4c(c3)OCCO4)CC2)c1C	12	-1	-2.4	-1	-3	-0.1	-5	1.8	0
Cc1cccc(N(O)C(=O)Nc2cccc(Cl)c2)c1	-16	1	-5.2	-4	2	-0.7	x	0.3	-1
CCCOc1c(Br)cc(C(=O)NCC)cc1OC	-4	7	-2.4	6	0	-0.3	7	1.7	-4
CN1C(=O)c2ccccc2Sc2ccc(NC(=O)N3CCCC3)cc21	-1	5	-2.8	7	-2	-0.7	-17	0.9	0
S=C(NCCCn1ccnc1)Nc1ccc(Cl)cc1Cl	-3	0	-4.5	-5	0	x	5	-1.3	2
N#C/C(=C\c1ccc([N+](=O)[O-])o1)c1nc2ccccc2[nH]1	x	-20	x	-4	x	x	-24	-1.8	x
CC(CCN1C(N(C)C)=NC[C@@H]1C)c1ccccc1 (stereo not given in full)	-1	5	2.8	-8	-5	0.1	5	-1.9	3
O=C(NCc1ccccc1)Nc1cccn(Cc2ccccc2F)c1=O	5	11	-0.8	1	-12	-0.4	-12	-0.6	19
O=C(Cc1ccc2c(c1)OCCO2)Nc1cc(C(F)(F)F)ccc1N1CCOCC1	-1	5	-4.4	0	2	0.0	x	x	-1
CCC(=O)c1ccc(-c2ccccc2)cc1	3	2	-2.6	9	-3	x	1	-2.4	-6
Cc1cccc(C)c1OCC(=O)Nc1cccc(-c2nnc(-c3ccccc3)o2)c1	1	3	-3.2	1	6	-0.5	-45	1.5	-1
COc1ccc(N2C(=O)C(CC(=O)O)S/C2=N\N=C\c2cccs2)cc1 (stereo not given)	21	-12	-1.6	-1	43*	x	7	1.5	2
O=C(NCCCl)NNc1c(Cl)cc(Cl)cc1Cl	2	8	0.6	-2	7	-1.0	7	-1.8	-4
O=C(CN(Cc1ccco1)C(=O)c1ccc(Cl)cc1)Nc1ccc(Cl)c(Cl)c1	3	-10	0.4	-3	-10	3.8	-1	0.1	-3
Clc1ccc(-c2ccc(/C=N/Nc3cc(N4CCOCC4)nc(N4CCOCC4)n3)o2)cc1	16	-20	-1.4	-5	0	-2.5	2	1.6	4
CC(C)C[C@H](NC(=O)N1CCn2c1nc1ccccc12)C(=O)NCc1ccccc1	9	5	-2.8	-2	4	-1.3	4	-4.3	-1
CNc1ccccc1	-1	4	-0.4	-5	-4	-0.6	-2	-0.4	0
Cn1c(CCNC(=O)c2ccccc2)nc2cc(NC(=O)c3ccco3)ccc21	3	3	-2.4	2	7	0.5	-8	-0.9	-1
CS(=O)(=O)N(CCc1ccccc1)CC(=O)N1CCN(Cc2ccccc2)CC1	2	2	-1.0	-2	14	-0.6	3	0.0	0
c1ccc(Cc2nnc3n2N=C(c2ccccc2)CS3)cc1	0	-8	-0.4	7	-3	x	2	-2.2	4
Cc1ccc(N(CC(=O)NCc2ccc(F)cc2)C(=O)c2ccco2)cc1C	-2	-14	0.1	0	-8	-1.9	-1	0.4	0
O=c1ccc(-c2ccccc2)nn1Cc1ccc(F)cc1	8	-22	-0.9	-5	4	0.7	-2	0.9	0
CCOC(=O)c1c(NC(=O)CSc2nc3ccccc3s2)sc(C(C)=O)c1C	33*	-4	-1.3	2	-9	x	-20	0.2	0
CC(=O)NC(c1ccc(F)c(F)c1)c1nc(-c2cc3ccccc3o2)cs1 (stereo not given)	9	x	-2.1	-1	3	-1.3	x	x	-1
COc1ccc(CNC(=O)OCc2nccnc2C(=O)Nc2ccc(Br)cn2)cc1	-4	-3	-1.5	1	5	-0.9	-2	0.5	-2
CCC1COCCS(=O)(=O)N1Cc1ccc(Cl)cc1 (stereo not given)	6	3	-0.3	-2	-2	-1.4	10	-1.6	3
Cc1ccc(NC(=S)NCc2cccn2C)cc1	1	-18	1.0	-3	-6	x	-10	-1.3	7
COc1cc(C=O)ccc1OCc1ccc(Cl)nc1	6	4	-0.6	-4	0	1.2	10	-0.5	0
COc1cccc(NC(=O)CCS(=O)(=O)c2cc3c(cc2Cl)NC(=O)CO3)c1	5	7	-1.1	-3	1	x	3	-0.1	-4
CC(=O)Nc1c(Br)cc(N2C(=O)CCC2=O)cc1Br	2	3	-1.9	3	-2	x	10	-1.9	-5
COc1ccc(C2/C=C\CN(C(=O)Nc3ccccc3-c3ccccc3)CC(=O)N2Cc2ccc(F)cc2)cc1 (stereo not given)	4	-7	-1.2	x	2	-3.0	-10	-2.5	2
CC(=O)c1c(C)[nH]c(C(=O)NC2CCCCC2)c1C	-1	-3	-4.5	-4	-1	-0.1	-6	-0.2	3
CN1CCN(c2ccc(-c3cccc(NC(=O)COc4ccc(Cl)cc4)c3)nn2)CC1	-4	22	-8.1	-8	5	-0.1	3	-1.7	0
CN1C(=O)c2ccc(C(=O)NCc3ccccn3)cc2C1=O	0	1	-0.2	5	-1	-0.5	3	2.3	1
Cc1oc2c(cc(NS(=O)(=O)c3cccs3)c3ccccc32)c1C(=O)OC(C)C	13	3	-7.3	9	-2	0.1	-39	1.3	1
CNC(=O)c1cnc(-c2ccccc2)nc1-c1ccccc1	-5	10	-5.2	-1	-8	-1.4	1	-6.7	3
O=C(CN1CCOCC1)Nc1ncc(Br)cc1Br	1	-6	-2.4	-4	-19	1.6	8	-1.8	0
CCOC(=O)c1ccc(S(=O)(=O)N2CCN(Cc3cc4c(cc3O)OCO4)CC2)cc1	13	-6	-2.4	-4	-7	0.1	-1	-1.5	2
C=CCn1c(SCC(=O)c2[nH]c(C)c(C(=O)OCC)c2C)nc2scc(-c3ccc(OC)cc3)c2c1=O	5	9	-4.6	-2	0	x	x	x	0
O=C1Nc2ccccc2C1=Nc1ccc(-c2nnc3n2CCCCC3)cc1	2&1	7&0	-4.1&-1.9	-19&-1	1&1	-1.5&1.1	2	0.1	-2&0

Limited to PrPC TRFRET and GDH-TPI counter (5 entries from above):
smiles,PrPC TRFRET,GDH-TPI counter
COc1ccc(CNC(=O)OCc2nccnc2C(=O)Nc2ccc(Br)cn2)cc1,1,-4
CN1C(=O)c2ccc(C(=O)NCc3ccccn3)cc2C1=O,5,0
CCC1COCCS(=O)(=O)N1Cc1ccc(Cl)cc1 (stereo not given),-2,6
Cc1oc2c(cc(NS(=O)(=O)c3cccs3)c3ccccc32)c1C(=O)OC(C)C,9,13
O=C(CN1CCOCC1)Nc1ncc(Br)cc1Br,-4,1
